# PPARg SRC3 recr – PPARgamma agonists recruiting SRC-3 coactivator, primary screen, biochemical | Peroxisome proliferator-activated receptor gamma (Homo sapiens), P37231 | biochemical PPARgamma/SRC-3 coactivator recruitment assay | activation, % at 8 µM | 0.26% of 200,000 active | AID 731, 2007; in the data active means activation above about 23%;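 further: 0% = DMSO and 100% = reference agonist; some compounds past the cut are filed as inactive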
# L major viab – Leishmania major promastigote growth inhibition, primary screen. Leishmania major promastigotes, resazurin fluorescence viability. inhibition, % at 10 µM. 9% of 200,000 active; in the data active means inhibition above about 50%;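 further: promastigotes grown with compound for 44 hours at 28 °C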
# Redox H2O2 prof – compounds producing H2O2 with reducing agent – biochemical, NIH compound library profiling, artefact control for MLSCN library redox annotation, primary screen. activation, % at 10 µM. 0.03% of 200,000 active. DTT-dependent redox cycling H2O2, phenol red/HRP absorbance; 100% = 100 µM peroxide control, 0% = buffer. AID 878, 2007;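 active means activation of at least 50% relative to the plate's high and low controls in the primary single-dose screen; inactive means activation below 50%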;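 further: compound incubated with DTT at 0.8 mM final as the reducing agent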
# bIAP inhibitor – bovine intestinal alkaline phosphatase inhibitors, primary screen, selectivity assay for TNAP inhibitor project, biochemical, bovine IAP, CDP-star luminescence; alkaline phosphatase, intestinal [Bos taurus]; purified bovine IAP, 30 min; inhibition, % at 20 µM; 190,000 tested, under 10 active; AID 1019, 2008;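 active means over 50% inhibition of intestinal alkaline phosphatase at 20 µM in the single-dose screen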
#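 System: purified bovine intestinal alkaline phosphatase (IAP) enzyme; Input: IAP diluted 1/65,000,000 in the well; Measured by: CDP-star luminescence signal; Compound dosing: 20 µM single dose; Incubation: 30 min reaction at room temperature.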
# PPARg SRC-1 ag – PPARgamma agonists recruiting SRC-1 coactivator, primary screen, biochemical | PPARgamma-SRC-1 coactivator recruitment biochemical assay | AID 631, 2007 | activation, % at 8 µM | Peroxisome proliferator-activated receptor gamma (Homo sapiens), P37231 | 0.41% of 200,000 active; in the data active means activation above about 19%;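 further: 0% = DMSO and 100% = reference agonist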
# PPARg SRC2 recr – agonists of PPARg-SRC-2 recruitment, primary screen, biochemical, HTS; activation, % at 8 µM; PPARgamma LBD-SRC-2 recruitment; AID 1032, 2008; 0.34% of 200,000 active; in the data active means activation above about 22%;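 further: 0% = vehicle and 100% = reference agonist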
# TLR4 MyD88 comp – inhibitors of TLR4-MyD88 association in cells, primary screen, cell-based, HeLa CL3-4, BLA complementation, FRET ratio; Toll-like receptor 4 (Homo sapiens) + Myeloid differentiation primary response protein …; AID 861, 2007; inhibition, % at 8.4 µM; HeLa CL3-4 TLR4/MyD88 BLA complementation; 0.18% of 200,000 active; in the data active means inhibition above about 25%;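 further: 0% = vehicle and 100% = reference inhibitor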
# bIAP act – bovine intestinal alkaline phosphatase activators, primary screen, biochemical, bovine IAP, CDP-star luminescence; purified bovine IAP, 30 min; stronger effect = higher value; fold of DMSO-control signal, blank-subtracted; activation factor at 20 µM; 0.17% of 200,000 active; AID 1016, 2008;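 active means activation factor of 2 or more at 20 µM, a signal rise over negative controls twice the positive control's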
# ROMK primary – ROMK potassium channel modulators, primary screen, cell-based, thallium flux, MLSMR library; 2% of 130,000 active; Tet-inducible ROMK, thallium flux fluorescence; actives lie on both sides; B-score at 10 µM; ATP-sensitive inward rectifier potassium channel 1 (Homo sapiens), P48048;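 active means signal ratio slope over the read window, or its plate-corrected B-score, at least 3 SD from the plate mean, either direction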;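 further: B-score of the F/F0 ratio slope over 7 to 12 s after thallium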
# Target sequence (P48048 whole entry, looked up): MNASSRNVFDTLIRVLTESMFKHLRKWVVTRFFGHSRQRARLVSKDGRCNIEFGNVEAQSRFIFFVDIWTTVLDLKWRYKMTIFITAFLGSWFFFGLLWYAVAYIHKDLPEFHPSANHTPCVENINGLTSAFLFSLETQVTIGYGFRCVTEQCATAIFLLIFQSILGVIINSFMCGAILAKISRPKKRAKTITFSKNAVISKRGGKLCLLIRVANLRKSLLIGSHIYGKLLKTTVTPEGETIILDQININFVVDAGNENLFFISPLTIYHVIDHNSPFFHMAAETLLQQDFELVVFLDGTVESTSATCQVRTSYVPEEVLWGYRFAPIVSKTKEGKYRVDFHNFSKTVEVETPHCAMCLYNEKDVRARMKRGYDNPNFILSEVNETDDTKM
# TR-FRET SRC-2 ct – TR-FRET signal artefacts, primary screen, artefact control for PPARgamma SRC-2 agonist project, biochemical. TR-FRET artefact counter-screen; stronger effect = higher value. 0.4% of 200,000 active. TR-FRET ratio at 8 µM. AID 1049, 2008; in the data active means TR-FRET ratio above about 2000; further: inactives centre near 1500
# S1P3 antagonist – S1P3 receptor antagonists, primary screen, cell-based; Sphingosine 1-phosphate receptor 3 (Homo sapiens), Q99500; 0.27% of 170,000 active; CHO S1P3 NFAT-BLA reporter, FRET fluorescence, antagonist mode; inhibition, % at 4.98 µM; AID 485, 2006;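 active means inhibition above the plate cutoff, the mean inhibition of test wells on that plate plus 3 SD, cut at about 28% in these data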;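 further: cells challenged with S1P at its EC80 of 0.8 µM; blue over green emission ratio from cleaved BLA substrate after 4 h stimulation; 0% = S1P-stimulated wells and 100% = unstimulated DMSO-only wells; some compounds past the cut are filed as inactive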
# Target sequence (Q99500 whole entry, looked up): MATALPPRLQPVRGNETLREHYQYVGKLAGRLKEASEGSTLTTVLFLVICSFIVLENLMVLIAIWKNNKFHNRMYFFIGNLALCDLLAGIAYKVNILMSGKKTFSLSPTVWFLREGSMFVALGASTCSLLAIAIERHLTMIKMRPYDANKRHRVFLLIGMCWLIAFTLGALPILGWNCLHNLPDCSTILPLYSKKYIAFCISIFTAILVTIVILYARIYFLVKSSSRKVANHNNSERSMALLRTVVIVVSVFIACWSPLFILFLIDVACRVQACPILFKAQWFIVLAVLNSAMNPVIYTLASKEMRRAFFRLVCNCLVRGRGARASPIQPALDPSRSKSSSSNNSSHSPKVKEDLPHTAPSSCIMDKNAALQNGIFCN
# * = called active by the depositor; . = no result given.
SMILES,PPARg SRC3 recr,L major viab,Redox H2O2 prof,bIAP inhibitor,PPARg SRC-1 ag,PPARg SRC2 recr,TLR4 MyD88 comp,bIAP act,ROMK primary,TR-FRET SRC-2 ct,S1P3 antagonist
COc1ccc(/C=c2\sc3nc(-c4ccccc4OC)nn3c2=O)c(OC)c1,6,-5,-6.5,31,8,5,3,0.7,0.61,1574,.
CCOC(=O)c1c(-c2ccccc2)csc1NC(=O)CSc1nnnn1C,-2,25,1.9,4,3,3,-2,1,.,1510,-14
Cc1ccc(Cl)cc1NC(=O)CSc1nnc(C)n1-c1ccccc1,0,3,2.3,-46,-12,-3,1,1.5,.,1441,13
CS(=O)Cc1cc(Sc2ccccc2)nc(-c2ccncc2)n1 (stereo not given),-1,-1,-1.4,-27,-3,-8,-15,1.3,-0.075,1465,-14
O=C(CCCc1cccs1)N1CCN(S(=O)(=O)c2ccccc2Br)CC1,6,23,0.3,2,5,6,2,1,-3.2,1428,0
Cc1ccc(NC2=NCC(=O)N2C2CCCC2)cc1,-3,-3,0.1,-32,3,0,-1,1.3,0.27,1701,-14
CN(C)CCCN(C(=O)c1ccc(S(=O)(=O)N(C)C)cc1)c1nc2cc3c(cc2s1)OCO3,7,10,-0.3,-5,4,4,7,1.1,-0.6,1632,-13
Cc1c(Cl)cccc1NC(=S)N(Cc1cccs1)C1CCCC1,4,22,-2.8,9,1,6,-2,0.9,0.94,1529,9
CCCS(=O)(=O)N1CCCC(C(=O)NCCCN2CCCC2=O)C1 (stereo not given),-4,-1,3.5,-2,-2,-5,-4,1,.,1381,-9
Cc1c(NC(=O)COC(=O)CCC(=O)c2ccc(Cl)cc2)c(=O)n(-c2ccccc2)n1C,3,-9,0.0,-17,6,8,0,1.2,0.93,1594,-2
Nc1ccc(NC(=O)c2cccs2)c(Cl)c1,4,3,0.6,16,1,10,-1,0.8,.,1706,-25
O=C(CCCOc1ccccc1)Nc1ncccn1,2,-5,-0.7,-2,5,12,-7,1,0.28,1452,-16
O=C(O)C1C2CCC(C2)C1C(=O)NCc1ccccn1 (stereo not given),-2,-11,-0.6,-1,4,-5,-7,1,-0.13,1593,-12
CCOC(=O)/C(N=Nc1c(Br)cc(Br)cc1Br)=C(\C)O,-1,-8,-0.1,8,1,5,-4,0.9,-0.65,1573,.
O=C(CCS(=O)(=O)Cc1ccccc1)N1CCN(c2ccc([N+](=O)[O-])cc2)CC1,3,1,-2.1,15,5,3,1,0.9,-1,1642,-5
CC1CCC2(CC1)NC(=O)N(CC(=O)N1CCN(S(=O)(=O)c3ccccc3)CC1)C2=O (stereo not given),-4,-2,-1.9,3,1,-5,3,1,-0.33,1547,-1
CC(C)CCOCc1nc2sc3c(c2c(=O)[nH]1)CCC(C)C3 (stereo not given),2,2,0.1,-6,5,-3,11,1.1,0.099,1461,.
O=c1[nH]cnc2scc(-c3ccsc3)c12,-4,-9,-0.1,14,-7,2,4,0.9,.,1610,.
O=C(/C=C/c1ccccc1)N1CCC(c2ccccc2)C1 (stereo not given),2,-4,-0.4,-37,-2,3,-13,1.4,-0.15,1527,-6
Cc1cc([N+](=O)[O-])cc(C)c1OCC(=O)N/N=C/c1ccc(OC(=O)c2ccccc2)cc1,-7,-1,0.1,43,4,0,-13,0.6,0.21,1439,0

# Whole records, quoted from the list. Order of values: PPARg SRC3 recr	L major viab	Redox H2O2 prof	bIAP inhibitor	PPARg SRC-1 ag	PPARg SRC2 recr	TLR4 MyD88 comp	bIAP act	ROMK primary	TR-FRET SRC-2 ct	S1P3 antagonist
# Entry for CC(C)CCOCc1nc2sc3c(c2c(=O)[nH]1)CCC(C)C3 (stereo not given) : 2	2	0.1	-6	5	-3	11	1.1	0.099	1461	.
# Entry for Cc1cc([N+](=O)[O-])cc(C)c1OCC(=O)N/N=C/c1ccc(OC(=O)c2ccccc2)cc1 : -7	-1	0.1	43	4	0	-13	0.6	0.21	1439	0

# The listing continues.
SMILES,PPARg SRC3 recr,L major viab,Redox H2O2 prof,bIAP inhibitor,PPARg SRC-1 ag,PPARg SRC2 recr,TLR4 MyD88 comp,bIAP act,ROMK primary,TR-FRET SRC-2 ct,S1P3 antagonist
Cc1ncsc1C(=O)Nc1nc2c(s1)CCCC2,-3,1,2.3,0,11,5,4,1,0.28,1627,-14
CC(=O)N1c2ccccc2N(Cc2ccc([N+](=O)[O-])cc2)C(=O)C1(C)C,-1,52*,-0.4,-3,0,-7,4,1,.,1513,-2
CCOc1ccc(CN2CCN(Cc3cc4ccccc4[nH]3)CC2CCO)cc1 (stereo not given),-2,79*,0.3,-7,-2,6,2,1.1,-0.6,1476,3
Cc1nc2ccccc2n1CC(=O)OCC(=O)NC1CC1,2,9,-0.1,-6,4,-4,10,1.1,1,1384,-3
N#Cc1cc(C(=O)c2cc(Cl)ccc2O)cn(CC2CCCO2)c1=O (stereo not given),3,13,0.0,1,4,0,-2,1,-0.39,1487,4
COC(=O)c1ccc(C(=O)Nc2cc(Cl)ccc2Cl)cc1NC(=O)c1ccccc1C,9,-5,2.4,18,6,5,-5,0.8,.,1506,.
CN1CCC(=NNC(=O)c2cn(-c3ccccc3)nc2-c2ccccc2)CC1,-5,8,-0.6,36,8,9,-6,0.6,-1.2,1530,-18
CC1(C)CC(=O)C(C2(O)C(=O)N(Cc3ccccc3)c3ccccc32)CO1 (stereo not given),-5,-8,-0.2,14,3,-2,-3,0.9,-0.4,1485,-32
Cc1cc(C)n(/N=C/c2ccccc2)c(=O)c1C#N,16,1,-3.8,10,1,-2,4,0.9,.,1563,20
CCc1cc(CC)c(/C=N/NC(N)=O)c(CC)c1,2,3,0.2,-13,-6,-3,0,1.1,.,1610,6
Cc1ccc2nc(NC(=O)CCNS(=O)(=O)c3ccc(Br)s3)sc2c1,5,98*,-1.1,6,6,7,-2,0.9,.,1594,4
S=C(Nc1ccccc1Cl)N1CCC(c2ccccc2)C1 (stereo not given),0,25,0.8,-5,8,-5,1,1.1,-0.24,1620,12
CCOC(=O)C1CCCN(C(=O)C2CCC(CNS(=O)(=O)c3ccc(NC(C)=O)cc3)CC2)C1 (stereo not given),-7,-2,-5.2,0,1,5,4,1,1.1,1530,-14
CN(C)S(=O)(=O)c1cccc(CSc2cccc[n+]2[O-])c1,-1,-7,0.3,9,2,3,-10,0.9,.,1665,-14
CCCCn1c(SCC(=O)Nc2nnc(CC)s2)nc2ccccc2c1=O,3,-3,-0.5,8,1,1,2,0.9,1.4,1795,-7
O=S(=O)(c1ccccc1)C1(S(=O)(=O)c2ccccc2)CCCC1,-1,-2,-3.1,2,9,5,-2,1,.,1533,-51
CC1(C)Cc2ccccc2-c2n[nH]c(=S)n21,12,-5,-0.4,-1,8,2,-2,1,.,1649,-4
O=C(CCC(=O)Nc1ccc(F)cc1)N/N=C/c1ccc(O)cc1O,2,2,0.4,-8,-4,0,2,1.1,1.5,1699,10
O=C(c1noc2c1CCCC2)N1CCC(CO)(Cc2ccccc2Cl)CC1,-6,5,-0.5,2,4,-12,-6,1,-0.02,1586,-34
COc1ccc(CN2CCOCC2)c(C)c1C,-5,10,2.5,4,-5,6,-8,1,.,1519,1
O=C(COC(=O)CCCN1C(=O)c2cccc3cccc(c23)C1=O)Nc1cccc(Br)c1,1,0,0.8,1,6,9,-11,1,.,1603,17
CCOC(=O)C(C)On1c(-c2ccccc2)nc2ccc([N+](=O)[O-])cc21 (stereo not given),12,8,0.0,9,4,-1,-10,0.9,-1.3,1676,.
O=C(OCCN1C(=O)c2ccccc2C1=O)c1ccco1,-7,-4,0.3,14,-2,-2,13,0.9,.,1498,.
COc1ccc(N2CCN(C(CNC(=O)C(C)(C)C)c3ccco3)CC2)cc1 (stereo not given),1,-5,-0.3,-6,2,-2,2,1.1,0.63,1471,-8
CC1=NN(C(=O)Cn2ccc([N+](=O)[O-])n2)C(O)(C(F)(F)F)C1 (stereo not given),4,-6,-0.6,-26,5,23*,1,1.3,-0.027,1853,-10
CC(C)Cc1nnc(NC(=O)CCC(=O)NC2CCCc3ccccc32)s1 (stereo not given),-6,96*,0.6,-10,4,-5,-3,1.1,.,1496,-12
O=C(Nc1cccnc1)C1CCCN(S(=O)(=O)c2cccc3nsnc23)C1 (stereo not given),-6,-2,0.2,6,-4,-2,-1,0.9,-0.5,1300,-16
COc1cccc(OCc2cc(/C=N/NC(=O)c3ccn[nH]3)ccc2OC)c1,20,42,-3.6,-17,12,12,-1,1.2,.,1718,.
COC(=O)c1ccc(C(NC(=O)OCc2ccccc2)/C(C)=C/[C@@H](C)C(=O)NCc2ccc(-c3ccccc3)cc2)cc1 (stereo not given in full),1,6,3.4,6,5,5,8,0.9,-0.074,1620,-4
COc1cccc(/C=C/C(=O)c2cccc([N+](=O)[O-])c2)c1,4,98*,-0.5,1,-6,1,-2,1,0.61,1496,-1
Cc1ccc2c(c1)C=CC(C)N2C(=O)c1ccccc1 (stereo not given),6,3,3.7,12,0,3,4,0.9,.,1540,.
CN(C)/C=N/c1c(C#N)cnn1-c1nc2ccccc2s1,-3,-5,-0.1,15,1,5,9,0.8,.,1532,.
Cc1cc(=O)[nH]c(SCCOc2cccc(C(F)(F)F)c2)n1,1,-7,2.3,7,4,12,-5,0.9,-1.3,1400,1
CSc1ccc(Cl)c(C(=O)NCCOc2cc(C(C)C)ccc2C)c1,9,1,1.7,26,16,1,-1,0.7,.,1619,.
CCN(CC)CCCn1c(=S)[nH]c2ncccc2c1=O,1,-1,0.1,14,-3,2,-11,0.9,-0.52,1505,.
Cc1ccc(S(=O)(=O)N2CCOCC2)cc1NC(=O)COC(=O)C1COc2ccccc2O1 (stereo not given),0,-2,-0.6,-16,2,13,9,1.2,-0.11,1553,3
CC(C)(C)CC(C)(C)NC(=S)Nc1ccc(S(=O)(=O)N2CCOCC2)cc1,2,28,-0.3,-3,3,7,10,1,-0.86,1496,2
COc1ccc2nc(C)cc(Nc3ccc(N4CCOCC4)cc3)c2c1,8,51*,3.6,9,10,7,-3,0.9,.,1779,-26
Cc1cccc(NC(=O)Nc2cc(C)on2)c1,-7,-7,-0.2,13,4,2,1,0.9,.,1500,-31

# Some entries already given, reduced to Redox H2O2 prof and TR-FRET SRC-2 ct:
SMILES | Redox H2O2 prof | TR-FRET SRC-2 ct
CC1(C)Cc2ccccc2-c2n[nH]c(=S)n21 | -0.4 | 1649
COc1cccc(/C=C/C(=O)c2cccc([N+](=O)[O-])c2)c1 | -0.5 | 1496
Cc1c(NC(=O)COC(=O)CCC(=O)c2ccc(Cl)cc2)c(=O)n(-c2ccccc2)n1C | 0.0 | 1594
O=C(OCCN1C(=O)c2ccccc2C1=O)c1ccco1 | 0.3 | 1498
CC(=O)N1c2ccccc2N(Cc2ccc([N+](=O)[O-])cc2)C(=O)C1(C)C | -0.4 | 1513
